From PubChem
MLL CXXC-DNA inh: blocks binding of human MLL CXXC domain to DNA. MLL-CXXC / FITC-HOXA9 DNA fluorescence polarization. AID 2662. Potency, µM (highest dose often 115 µM), for inactives: top-dose activity change, negative = inhibition, actives largely listed as inhibitors. actives 0.037% (n = 290,000). Q03164; active = well fitted inhibition curve with a large enough effect in the polarisation, with a control signal flat, not every such curve was filed as active; inconclusive = small, poorly fitted or top-dose-only effect, or effect the other way, or a change in a side signal; inactive = no such curve, though single readings can be large or run the other way; the % refers to the polarisation; note: potency is the fitted concentration of half-maximal effect
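Steps: dispense CXXC domain solution (7 uM) → pin compounds or unlabeled HOX-A9 DNA control → 5 min ambient → add FLSN-HOX-A9 solution (50 nM) → spin → 30 min ambient → fluorescence polarization. Tris pH 7.5/NaCl/DTT/BSA buffer.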
PTAP TSG101 blk: blocks PTAP/TSG101 interaction to inhibit HIV-1 budding. Fluorescence polarization, FITC-PTAP peptide / Tsg101 binding. Potency, µM (doses to about 115 µM), without a hit: at the highest dose activity change, negative = inhibition, usual class: inhibitors. 340,000 tested, under 10 active. AID 493005; active = well fitted inhibition curve with a large enough effect in the main read-out, with a control signal flat, not every such curve was filed as active; inconclusive = small, poorly fitted or top-dose-only effect, or effect the other way, or a change in a side signal; inactive = no such curve, though single readings can be large or run the other way; note: potency is the fitted concentration of half-maximal effect; % of control where 0% means no effect
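Tsg101 binding domain (10 uM final) was mixed with compound and a FITC-labeled PTAP peptide (50 nM final) in HEPES pH 7.5 buffer with NaCl, Tween 20, EDTA and TCEP; fluorescence polarization was read after 20 min at r.t.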
a7 integrin act: activates integrin-mediated alleviation for muscular dystrophy. alpha7betagal myoblasts, beta-gal FDG fluorescence, 48 h. actives 0.064% (n = 350,000). Potency, µM (series often up to 38.3 µM), for the others: at the top dose activation, usual class: activators. AID 624291;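 note: potency is the fitted concentration of half-maximal effect; 100% = response of the positive control SU9516; nearly all actives have a fitted effect of over 60% in size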
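Alpha7betagal+/- myoblasts (passage 13) were plated 16-24 hr, then exposed to compounds (1:260 dilution of DMSO stock) for 48 hours at 37C. After MPER lysis, β-galactosidase reporter activity was read as FDG fluorescence (ex 480/em 540) after 30 minutes.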
BRCA1 expr up: activators of BRCA1 expression | Potency, µM (series often up to 46.1 µM), inactives show top-dose activation, usual class: activators | MCF7-BRCA1-FFLuc reporter, luminescence, 48 h; response scale: scaled: vehicle 0%, 10 µM genistein 100% | actives 1.1% (n = 380,000); note: potency is the fitted concentration of half-maximal effect; nearly all actives have a fitted effect of over 80% in size; some results filed as inactive show a strong effect at the top dose
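Cells: MCF7-BRCA1-FFLuc, 2000/well. Exposure: 48 h, 37 °C, 5% CO2. Read: luminescence, 15 min post-substrate. Controls: genistein 10 microM (maximal activation), DMSO (neutral).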
TRPV1 agonist: activates the human vanilloid receptor TRPV1; Q8NER1; TRPV1-expressing cells, Fluo-8 calcium influx, agonist mode; activation, % at 8.33 µM; actives 0.19% (n = 320,000); AID 540275; in the data active = activation above about 80%; inconclusive = between about 30% and that limit; note: 0% is about no effect
Target sequence (Q8NER1 whole entry, looked up): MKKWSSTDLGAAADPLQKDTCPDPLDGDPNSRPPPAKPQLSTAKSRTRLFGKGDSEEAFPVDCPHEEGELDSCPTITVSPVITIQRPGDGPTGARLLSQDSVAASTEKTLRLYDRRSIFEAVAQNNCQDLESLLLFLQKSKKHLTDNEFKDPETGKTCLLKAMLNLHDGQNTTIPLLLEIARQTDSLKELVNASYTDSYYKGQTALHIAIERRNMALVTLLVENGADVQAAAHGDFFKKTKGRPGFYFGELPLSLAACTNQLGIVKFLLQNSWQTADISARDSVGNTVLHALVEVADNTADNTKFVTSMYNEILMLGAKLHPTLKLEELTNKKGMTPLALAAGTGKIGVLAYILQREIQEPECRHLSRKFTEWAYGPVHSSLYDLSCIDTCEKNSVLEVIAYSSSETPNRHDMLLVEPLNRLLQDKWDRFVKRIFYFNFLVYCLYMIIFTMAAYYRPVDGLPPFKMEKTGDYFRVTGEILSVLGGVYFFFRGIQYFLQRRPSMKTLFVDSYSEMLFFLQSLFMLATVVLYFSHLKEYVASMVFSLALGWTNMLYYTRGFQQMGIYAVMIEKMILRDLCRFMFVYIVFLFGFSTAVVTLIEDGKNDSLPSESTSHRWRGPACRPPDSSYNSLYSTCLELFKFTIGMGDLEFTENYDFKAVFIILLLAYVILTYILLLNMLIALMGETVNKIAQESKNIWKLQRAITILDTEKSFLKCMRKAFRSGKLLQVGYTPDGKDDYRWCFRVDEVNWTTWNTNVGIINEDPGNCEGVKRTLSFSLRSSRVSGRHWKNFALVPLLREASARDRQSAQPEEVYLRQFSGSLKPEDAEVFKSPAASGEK
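TRPV1-expressing cells were cultured overnight at 35.5C and loaded with Fluo-8 calcium dye for 40 to 90 min at room temperature. After a 10 s baseline, compound was added and calcium influx was read kinetically for 3 min (ex 480/em 520 nm).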
B2AR arrestin: beta2AR (human) beta-arrestin recruitment activity | beta-arrestin recruitment to beta2AR, cell-based reporter | Potency, µM (titrated, usually from 46.1 µM), for inactives: at the highest dose activation, actives largely listed as activators | actives 0.02% (n = 330,000) | P07550;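 note: potency is the fitted concentration of half-maximal effect; 0% = DMSO controls and full agonism = EC100 isoproterenol or metaproterenol; nearly all actives have a fitted effect of over 65% in size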
p53 reactivator: re-activators of mutant p53; H1299 p53-A138V BP100-luciferase reporter, luminescence, 24 h; Potency, µM (series often up to 92.2 µM), without a hit: top-dose activity change, positive = activation, hits mostly activators; actives 0.063% (n = 320,000); AID 504706; note: potency is the fitted concentration of half-maximal effect; % of control where 0% means no effect; nearly all actives have a fitted effect of over 45% in size
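H1299 (p53-null), stable ts p53-A138V + BP100-Luc; 1000 cells/well, Opti-MEM/10% FBS; cpd 4 pt, 1:5; 24 h, 37 deg C, 5% CO2; detection reagent 10 min RT; luminescence.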
TCR act: activates T cell receptor signaling | Potency, µM (top dose mostly 9.22 µM), for inactives: at the top dose activation of IL-2 secretion, usual class: activators | primary human leukocytes, anti-CD3, IL-2 HTRF, 48 h | 330,000 tested, under 10 active; note: % of control where 0% means no effect
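1) Mix primary human leukocytes, a-CD3 beads and compound. 2) Incubate 48 hr. 3) Add HTRF IL-2 reagents (a-IL-2-K, a-IL-2-d2).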
AT treatment: candidate therapy for ataxia-telangiectasia | […] A-T fibroblasts, KAP-1 phosphorylation AlphaLISA; neocarzinostatin DNA damage 30 min before lysis | Potency, µM (series often up to 57.5 µM), for inactives: at the highest dose activation, most hits filed as activators | actives 0.19% (n = 320,000); note: potency is the fitted concentration of half-maximal effect; % of control where 0% means no effect; nearly all actives have a fitted effect of over 45% in size
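ATM-like activity read as KAP-1 phosphorylation via AlphaLISA donor/acceptor antibody pairs after lysis and 6 hr at 25C. Cells were ATM-null patient fibroblasts ([…], hTERT), dosed 60 min, then exposed to the DSB inducer NCS for 30 min.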
ELG1 DNA repair: inhibitors of ELG1-dependent DNA repair in HEK293T cells | HEK293T ELG1-luciferase reporter, luminescence, 16 h; DNA damage induced by 5-fluorouridine | Potency, µM (series often up to 46.1 µM), for inactives: top-dose activity change, negative = inhibition, actives largely listed as inhibitors | actives 2.3% (n = 330,000); note: potency is the fitted concentration of half-maximal effect; % is set by controls: 0 for no effect and ±100 for the full control effect; nearly all actives have a fitted effect of over 55% in size
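Reporter activity after DNA damage by 5-fluorouridine is monitored. Compound-treated cells incubate 16 hr at 37 °C, then ONE-Glo is added for 30 min before luminescence reading.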
Starred values were filed as active, the others as inactive; ? = inconclusive; · = no result given; [ ] = dose if it differs, or a comment. Unless noted, calls come from the whole dose curve; as a rule, active = well fitted curve in the direction sought with a large enough effect; inconclusive = small, poorly fitted or top-dose-only effect, or another doubt; inactive = no such curve, though single readings can be large; an effect the other way counts as inactive or inconclusive.

SMILES | MLL CXXC-DNA inh | PTAP TSG101 blk | a7 integrin act | BRCA1 expr up | TRPV1 agonist | B2AR arrestin | p53 reactivator | TCR act | AT treatment | ELG1 DNA repair
COc1cc2[nH]c(C(=O)N3CC(C)OC(C)C3)cc2c(OC)c1OC (stereo not given) | · | -2% | 6% | -22% | 1 | 0.3% | -3% | -3% | 12% | 12%
C/C(=N\NC(=O)c1cccc([N+](=O)[O-])c1)c1ccncc1 | 6% | 0% | 7% | -13% | -6 | -0.4% | 4% | 2% | -6% | 10%
C/C(=N\NC(=S)NCc1ccccc1)c1ccccc1F | 0% | -4% | 0% | 8% | 7 | ? | ? | 2% | 6% | -27%
CCOC(=O)c1c(S(=O)(=O)N2CCCC(C(=O)Nc3ncccc3C)C2)c(C)n(C)c1C (stereo not given) | 5% | -8% | 23% | 14% | -2 | 0.2% | 3% | 3% | 4% | 6%
CCN1C(=NCCc2cccs2)N[C@@H](CCc2ccccc2)[C@H](C(=O)NCCc2cccs2)[C@H]1C | ? | · | · | · | 2 | 0.2% | · | · | 2% | ·
COC(=O)c1ccc(C(=O)OC)c(NC(=O)CN2CCN(c3ccccc3)CC2)c1 | 12% | -5% | 3% | -3% | 8 | 0.0% | 10% | 5% | 6% | ?
O=C(CCN1C(=O)c2ccccc2S1(=O)=O)Nc1ccc(Cl)cc1 | -3% | 0% | 25% | 6% | -11 | 0.2% | -6% | 0% | -6% | -5%
COc1ccc(/C=C(/NC(=O)c2ccccc2)C(=O)N/N=C/c2sccc2C)cc1 | -8% | 0% | 9% | -23% | -4 | 2.8% | -14% | 9%[46.1 µM] | 0% | -29%
CN(C)c1ccc(/C=N/n2c(COc3ccccc3)n[nH]c2=S)cc1 | 11% | 0% | 11% | -2% | 11 | -0.6% | -13% | 1%[46.1 µM] | -6% | -26%
CN(c1ccccc1)S(=O)(=O)c1ccc(Cl)c(C(=O)NC2=NCCS2)c1 | 0% | 0% | 27% | -11% | 1 | 0.2% | 2% | 8% | -4% | -20%
Cc1cc(N2CC(=O)N(CCc3ccccc3)C(=O)C2)n2ncnc2n1 | -7% | -6% | 0% | 1% | 1 | · | · | -2% | · | ·
O=C(CNC(=O)c1ccccc1)Sc1ccccc1 | · | -5% | -20% | 0% | · | · | · | -4% | · | ·
Cc1ccc(-c2noc(CSc3nc(N)cc(N)n3)n2)cc1 | 7% | 0% | -16% | ? | -9 | 0.4% | 13% | 0% | 13% | ?
CCN(CC)CCNC(=O)C(=O)Nc1cc2c3c(c1)CCC(=O)N3CCC2 | 36%[activator] | -3% | 20% | -58% | -3 | -0.1% | 2% | 4% | 1% | ?
O=C(Cc1cccc2ccccc12)Nc1ccccc1 | · | -5% | -2% | 7% | · | · | · | 1% | · | ·
CC1=NN(c2nc(C)cc(C)n2)C(=O)C1CCC(C)C (stereo not given) | -24% | 0% | -6%[7.66 µM] | -2% | 23 | -0.2% | 6% | · | 3% | 18%
O=C(CSc1ccccn1)Nc1ccc2c(c1)OCO2 | 9% | -2% | -9% | 72% | 4 | -0.9% | 13% | 5% | -3% | ?
COCCCNC(=O)c1c(NC(=O)C2COc3ccccc3O2)sc2c1CCCC2 (stereo not given) | 14% | 0% | 4% | -37% | 17 | 0.3% | -2% | -3% | 0% | -2%
O=C(c1cc2sccc2n1Cc1ccccc1)N1CCCc2ccccc21 | 2% | 2% | -32% | -40% | 28 | -0.1% | 30% | -16% | 7% | ?
O=C(CCC(=O)Nc1ccc(F)cc1)N/N=C/c1cc([N+](=O)[O-])ccc1O | -14% | -6% | 0% | -14% | -1 | 0.1% | -3% | 0% | 5% | ?
CCOc1ccccc1CN1C(=O)NC2(CCCCCC2)C1=O | -4% | -2% | -3% | -12% | 10 | -0.5% | 3% | 7% | 0% | -3%
O=C(Cc1ccccn1)Nc1ccccc1 | 4% | -6% | -1% | -12% | -3 | 0.0% | 2% | 2% | 2% | ?
Cc1nn(C(=O)CNS(=O)(=O)c2ccccc2)c(C)c1Sc1ccc(Cl)cc1 | 9% | -4% | -27% | -44% | 1 | -0.7% | -1% | -4%[46.1 µM] | 4% | 2%
O=C(NNC(=O)c1ccccc1C(=O)O)c1cc2ccccc2o1 | -4% | -1% | 9% | -3% | 30 | -0.9% | 23% | -3% | -4% | 19%
Cc1cc(C)cc(OCC(=O)OCC(=O)N(CC(C)C)c2c(N)n(Cc3ccccc3)c(=O)[nH]c2=O)c1 | · | 0% | -11% | -23% | -3 | 0.4% | 6% | 2% | -4% | 12%
COc1ccc(C=NCCC2(O)CC(C)N(C)CC2C)cc1 (stereo not given) | -5% | -16% | 16% | 27% | 3 | -0.9% | 6% | 5%[46.1 µM] | 10% | 12%
COC(=O)c1ccc2c(=O)n(Cc3ccc4c(c3)OCO4)c(SCC(=O)N3CCCC3)nc2c1 | -1% | 0% | -9% | 0% | 4 | 0.2% | 4% | 12% | -19% | 1%
Cc1cccc(NC(=O)CSc2nnc(Cn3cnc4ccccc43)o2)c1 | -14% | -5% | 15% | 2% | -1 | -0.5% | 9% | 9%[46.1 µM] | · | 13%
C=CCNC(=O)CCCC(=O)NCC=C | 2% | -2% | 7% | 3% | -2 | -0.2% | 2% | 0% | 3% | 21%
CCOc1ccc(C(=O)C2CCN(CC(=O)Nc3ccccc3N3CCOCC3)CC2)cc1 | -20% | -2% | -24% | -53% | 3 | 0.5% | 1% | · | -4% | 21µM*
CCC1Oc2ccccc2N(CC(=O)NCCN2C(C)CCCC2C)C1=O (stereo not given) | 1% | -8% | 0% | 34% | -1 | -0.4% | 4% | 5% | 1% | 15%
O=c1[nH]c2cc3c(cc2cc1CN(CCCO)Cc1nnnn1Cc1ccc(F)cc1)OCO3 | 2% | -6% | 5% | -18% | -3 | -1.0% | 16% | -3% | 6% | ?
Cc1cccc(OCC2CCCN(Cc3nc(C4CC4)no3)C2)c1 (stereo not given) | 6% | 2% | -18% | 29% | 3 | -0.6% | 3% | 0% | -2%[11.5 µM] | 3%
COc1ccc(Nc2cc(C(=O)NCCCN3CCOCC3)c3ccccc3n2)cc1 | -7% | -3% | -12% | -9% | 0 | 0.3% | 7% | 6% | -1% | -1%
O=C(Nc1ccc(OC(F)(F)F)cc1)NC1CCC(Oc2ccc(C(=O)O)cc2)CC1 (stereo not given) | · | -1% | -5% | -1% | 10 | -0.8% | -16% | 1% | 3% | ?
CC(=O)c1ccc(N2CCN(C(=O)c3ccc4nc[nH]c4c3)CC2)cc1 | 2% | -2% | 3% | ? | 0 | -0.1% | -4% | 1%[46.1 µM] | 5% | -20%
CCC(=O)Nc1nc(-c2ccccc2)ns1 | 1% | -1% | 4% | 58%[1.84 µM] | 16 | -0.8% | ? | 0%[46.1 µM] | 2% | ?
Cc1ccc(SCC(=O)c2ccc[nH]2)cc1 | 8% | -8% | 12% | 3.2µM* | 14 | 0.0% | 4% | 4% | 6% | ?
CC(C)NC(=O)Nc1ccc2c(c1)C(=O)N([C@H](C)CO)C[C@H](C)[C@@H](CN(C)S(C)(=O)=O)O2 | · | -2% | 6% | 6% | · | -2.1% | 0% | 3% | -4% | 25%
CCCCSc1[nH]c(=O)c(C(=O)OCC)cc1C#N | -2% | -8% | -5% | 5% | 10 | -0.1% | -2% | 1% | 10% | -5%
CCOC(=O)c1c(C)c(C(=O)N(C)C2CCCCC2)c(C)n1C | 4% | · | 4% | 49% | 11 | -1.6% | 3% | · | 1% | 23%
Cc1cccc2sc(NC(=O)CSc3cn[nH]n3)nc12 | -12% | -3% | 4% | -4% | ? | 0.0% | 3% | 0% | 0% | -3%
O=C(CCCn1c(SCC(=O)Nc2ccccc2Cl)nc2ccccc2c1=O)NCC1CCCO1 (stereo not given) | -22% | -1% | 0% | 0% | 6 | 0.5% | -9% | -9% | 34% | ?
Cc1ccc2ccc(S(=O)(=O)NCc3ccccn3)cc2c1 | 8% | 2% | -3% | 45% | 4 | 0.0% | 15% | -2% | 4% | 28%
CCC(C)SCC(=O)Nc1ccc(S(=O)(=O)N2CCOCC2)cc1OC (stereo not given) | -9% | -7% | 28% | -13% | 11 | 0.0% | -4% | -10% | -3% | ?

Arranged by the number under a7 integrin act (lowest first): some entries from above
| molecule | a7 integrin act |
| --- | --- |
| CCOc1ccccc1CN1C(=O)NC2(CCCCCC2)C1=O | -3% |
| C=CCNC(=O)CCCC(=O)NCC=C | 7% |
| CCN(CC)CCNC(=O)C(=O)Nc1cc2c3c(c1)CCC(=O)N3CCC2 | 20% |

No enrichment for hits; overall some 3.8% were active at least once.
